RAD52 inh – RAD52 DNA annealing inhibitors, primary screen, biochemical, FRET, single point, set 2; DNA repair protein RAD52 homolog (Homo sapiens), P43351; recombinant RAD52 DNA annealing, FRET fluorescence; inhibition, % at 18.7 µM; 360,000 compounds, 0.46% hits;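 active means every replicate showing at least 50% inhibition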
Target sequence (P43351 whole entry, looked up): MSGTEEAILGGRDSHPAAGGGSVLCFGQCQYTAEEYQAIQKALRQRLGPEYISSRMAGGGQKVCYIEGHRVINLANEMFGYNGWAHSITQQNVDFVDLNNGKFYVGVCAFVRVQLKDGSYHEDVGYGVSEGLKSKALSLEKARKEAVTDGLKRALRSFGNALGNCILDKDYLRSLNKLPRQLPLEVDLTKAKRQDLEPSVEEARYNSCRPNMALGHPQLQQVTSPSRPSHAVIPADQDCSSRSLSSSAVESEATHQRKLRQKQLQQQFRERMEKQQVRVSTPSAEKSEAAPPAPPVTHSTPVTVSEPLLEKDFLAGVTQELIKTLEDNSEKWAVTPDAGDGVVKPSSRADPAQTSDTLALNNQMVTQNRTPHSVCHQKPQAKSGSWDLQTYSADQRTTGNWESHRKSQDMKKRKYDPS
E-selectin induc – E-selectin induction in HUVECs, primary screen, imaging, HUVEC, immunofluorescence imaging, single point. P16581. normalized: neutral wells 0, TNF-alpha wells 100. activation, % at 7.58 µM. 260,000 compounds, 0.37% hits. AID 686992, 2013;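 active means mean E-selectin-positive cell signal at least 10% of the positive control, reached in at least 60% of replicates, without over 20% cell loss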;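 further: in these data hits start at about 27%; measured in HUVEC primary endothelial cells; signal is the percent of cells scored E-selectin positive by PE staining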
Target sequence (P16581 whole entry, looked up): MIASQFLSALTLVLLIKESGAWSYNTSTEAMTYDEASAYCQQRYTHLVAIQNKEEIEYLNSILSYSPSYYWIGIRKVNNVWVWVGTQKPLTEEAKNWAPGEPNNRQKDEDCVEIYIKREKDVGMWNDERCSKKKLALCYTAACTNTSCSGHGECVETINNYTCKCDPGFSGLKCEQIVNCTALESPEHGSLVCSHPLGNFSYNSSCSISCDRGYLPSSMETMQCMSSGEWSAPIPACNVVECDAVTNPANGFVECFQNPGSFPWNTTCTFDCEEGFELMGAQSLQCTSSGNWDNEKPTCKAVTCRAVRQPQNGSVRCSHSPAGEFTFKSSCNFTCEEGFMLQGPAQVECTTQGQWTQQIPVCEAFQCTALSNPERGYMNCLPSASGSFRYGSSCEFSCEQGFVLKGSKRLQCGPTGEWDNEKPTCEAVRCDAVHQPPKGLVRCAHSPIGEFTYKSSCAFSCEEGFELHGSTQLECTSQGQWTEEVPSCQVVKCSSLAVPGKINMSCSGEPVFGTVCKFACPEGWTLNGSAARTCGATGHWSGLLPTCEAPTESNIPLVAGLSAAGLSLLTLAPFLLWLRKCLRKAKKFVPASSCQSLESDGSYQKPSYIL
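Test system – human umbilical vein endothelial cells (HUVEC), E-selectin induction · Input – 3,000 HUVEC seeded per well · Buffer or medium – EGM-2, gelatin · Compound dosing – single-point compound dose · Detection – immunofluorescence imaging · Measure – percent E-selectin-positive cells · Controls – TNF-alpha high, DMSO low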
S100A4 MyoIIA – inhibitors of S100A4-myosin IIA peptide binding, primary screen, biochemical, fluorescence polarization, TAMRA-MyoIIA peptide; Protein S100-A4 (Homo sapiens), P26447; 360,000 compounds, 0.14% hits; AID 652163, 2013; inhibition, % at 10.7 µM;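 active means mean inhibition of at least 70% across replicates, with every replicate also reaching that level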
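Material: S100A4 monomer protein / Buffer or medium: 50 mM HEPES pH 7.2, 10 mM CaCl2, 100 mM KCl / Times: 5 min incubation before reading / Benchmarks: neutral control DMSO, positive control TFP / Reagent: labelled myosin peptide probe, 5 nM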
esBAF inh – Bmi1 luciferase reporter increase in mESCs, primary screen, esBAF inhibitor project, mouse ES cells, Bmi1 luciferase knock-in, single point; 24 h; 100% = twice the neutral-well signal; reporter increase, % at 12.5 µM; 350,000 compounds, 2% hits; in the data active means activation above about 40%;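 further: 0% = median of the plate's neutral control wells and 100% = double that signal; a rise in the Bmi1 reporter signal indicates esBAF inhibition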
ERp5 inh – inhibitors of ERp5-driven insulin aggregation, primary screen, biochemical, turbidity, absorbance 650 nm, single point; Protein disulfide-isomerase A6 (Homo sapiens), Q15084; 90 min; inhibition, % at 9.99 µM; 350,000 compounds, 0.05% hits;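 active means mean replicate inhibition above about 25%, with every replicate also reaching it, limit read from the data, passing the limit was not always enough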
ERAP1 inh – human ERAP1 aminopeptidase inhibitors, primary screen, biochemical, single point, plate reader; inhibition, % at 10.7 µM; 340,000 compounds, 0.15% hits; recombinant ERAP1, Leu-AMC fluorescence, 60 min; Endoplasmic reticulum aminopeptidase 1 (Homo sapiens), Q9NZ08;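 active means mean replicate inhibition of at least 30%, or all replicates individually reaching that 30% level; inactive means mean below 30% and not every replicate reaching it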;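 further: 0% = neutral control wells and 100% = L-leucinethiol positive control wells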
RAD54 inh – inhibitors of human RAD54 branch migration, primary screen, biochemical, fluorescence, single point; 360,000 compounds, 0.14% hits; RAD54 Holliday junction branch migration, FAM/BHQ fluorescence; inhibition, % at 10.4 µM;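 active means mean normalized replicate activity at least 40 and at least half of replicates scoring 40 or more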;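 further: 0% = median of neutral control wells and 100% = median of positive control wells; inhibitors cause a drop in the FAM fluorescence signal; in these data hits start at about 50%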
Xi reactivation – activators of inactive X chromosome reactivation, primary screen, imaging, XiGFP fibroblasts, GFP high-content imaging, set 2; XiGFP mouse fibroblasts, % GFP-positive cells imaging, 3 d; cells co-treated with 5-aza-dC sensitizer; scaled so ellipticine positive control = 100%; 360,000 compounds, 0.055% hits; AID 743238, 2013; activation, % at 7.58 µM;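 active means mean normalized replicate activation at least 10% and every replicate at or above 10%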;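 further: 0% = median of on-plate neutral control wells and 100% = ellipticine 6 µM median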
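System: SV40-immortalized XiGFP fibroblast cells, line 68-5-11 / Incubation: 3-day compound exposure, then 15 min fixation at room temperature / Compound: single concentration per compound, delivered by pin transfer / Buffer or medium: DMEM plus 5-aza-dC sensitizer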
* hit, by the source's call; . = no result given; & = joins results of further samples.

SMILES	RAD52 inh	E-selectin induc	S100A4 MyoIIA	esBAF inh	ERp5 inh	ERAP1 inh	RAD54 inh	Xi reactivation
CNC[C@@H]1Oc2ccc(NC(=O)NC(C)C)cc2CC(=O)N([C@@H](C)CO)C[C@H]1C	-5.3	.	2.1	5.9	-2.7	4.0	7.2	-1.0
Cc1ccc(C)c(N2CCN(C(=O)C(Cc3ccccc3)n3cccc3)CC2)c1 (configuration not stated)	-24.7	-0.7	2.0	5.2	-1.6	3.8	-7.6	-0.2
C[C@@H]1CN([C@H](C)CO)C(=O)c2cc(N(C)C)ccc2O[C@@H](C)CCCCO[C@H]1CN(C)Cc1ccc(C(=O)O)cc1	-13.5	0.5	35.0	-1.8	-0.4	11.7	-3.3	0.1
C[C@H](c1ccccc1)N1C[C@H](COCc2ccccc2)Oc2cc(N3CCC[C@@H]3CO)ccc2S1(=O)=O	-20.8	-0.1	-6.2	.	-2.6	-0.1	.	0.1
O=c1c(/C=N/OCc2ccc(Cl)cc2Cl)c[nH]n1-c1cccc(Cl)n1	1.1	-0.3	-1.1	.	-0.3	-11.1	.	0.0
O=c1[nH]c2ccc(S(=O)(=O)Nc3ccc(Br)cc3)cc2[nH]1	-4.6	.	1.4	3.3	4.8	1.4	-8.2	0.0
Cc1ccc(C)c(Nc2ccc(C(=O)NCCc3ccccc3)cn2)c1	-1.5	-0.3	-6.2	.	1.4	8.2	.	0.0
CC1CC(C)CN(S(=O)(=O)c2ccc3c(c2)C(C)(C)C(=O)N3C)C1 (configuration not stated)	-17.2	-0.2	-3.1	-2.4	-0.3	-2.9	-15.5	0.2
CCCC(=O)N1CCCC1(C)C(=O)Nc1ccc2nc(C)ccc2c1 (configuration not stated)	-17.6	-0.1	-4.7	5.2	4.0	1.1	-13.0	0.1
O=C(C[C@H]1CC[C@@H]2[C@H](COC[C@@H](O)CN2Cc2ccccc2)O1)N1CCOCC1	-6.1	-0.1	3.6	-7.6	-5.4	-3.0	-2.6	0.3
CC1(C)N=C(N)N=C(N)N1c1ccc(OCC(=O)N2CCOCC2)c(Cl)c1	4.5	0.0	-1.8	-35.5	5.3	-0.9	-6.2	0.3
O=C(CN1CCOCC1)N/N=C/C(Br)=C\c1ccccc1	-12.5	0.1	-2.2	.	-0.2	-3.1	.	0.0

4 compounds out of the list, sorted by length of the SMILES, rising:
SMILES	RAD52 inh	E-selectin induc	S100A4 MyoIIA	esBAF inh	ERp5 inh	ERAP1 inh	RAD54 inh	Xi reactivation
O=C(CN1CCOCC1)N/N=C/C(Br)=C\c1ccccc1	-12.5	0.1	-2.2	.	-0.2	-3.1	.	0.0
Cc1ccc(C)c(Nc2ccc(C(=O)NCCc3ccccc3)cn2)c1	-1.5	-0.3	-6.2	.	1.4	8.2	.	0.0
Cc1ccc(C)c(N2CCN(C(=O)C(Cc3ccccc3)n3cccc3)CC2)c1 (configuration not stated)	-24.7	-0.7	2.0	5.2	-1.6	3.8	-7.6	-0.2
CC1(C)N=C(N)N=C(N)N1c1ccc(OCC(=O)N2CCOCC2)c(Cl)c1	4.5	0.0	-1.8	-35.5	5.3	-0.9	-6.2	0.3

(more compounds)
SMILES	RAD52 inh	E-selectin induc	S100A4 MyoIIA	esBAF inh	ERp5 inh	ERAP1 inh	RAD54 inh	Xi reactivation
CCC1CCCCN1Cc1nc2c(c(=O)n(C)c(=O)n2C)n1CCC(C)C (configuration not stated)	-2.0	-0.1	-1.5	2.1	-4.5	0.2	3.3	-0.3
C/C=C/c1ccc([C@H]2[C@@H](CNCC)N(c3nc(C)c(C)s3)[C@H]2CO)cc1	-30.0	-0.6	0.2	-6.3	-2.9	.	11.3	0.2
COC1CCCCC1Nc1ccc(C)c(C)c1 (configuration not stated)	-12.1	.	0.6	0.2	-2.7	13.0	2.2	.
C[C@@H]1CCCCO[C@@H](CN(C)Cc2ccc(Cl)c(Cl)c2)[C@@H](C)CN([C@H](C)CO)C(=O)c2cc(NC(=O)CCCCCC(=O)Nc3ccccc3N)ccc2O1	20.4	-0.4	-11.4	.	7.1	-1.1	.	0.5
Cc1[nH]n(-c2cccc(Cl)c2)c(=O)c1C=NCC(C)C	-17.3	0.1	-2.2	.	1.8	-1.0	.	0.0
COc1ccc(CN2CCNC(=O)C2CC(=O)N(C)Cc2nccs2)c(OC)c1 (configuration not stated)	-14.5	.	-1.3	8.8	-0.5	1.2	5.6	0.1
O=C1N[C@H](Cc2ccccc2)COC(=O)[C@H](Cc2ccc(F)cc2)C/C=C\C[C@@H]1CC(=O)N(CCO)Cc1ccccc1	-3.9	0.6	-11.8	8.5	4.8	-1.7	6.4	0.1
COC(=O)c1ccc(OCC(=O)Nc2ccccc2C(=O)NC2CC2)cc1	-21.3	0.0	11.5	-9.4	9.4	0.0	-9.2	-0.1
C/C(=N\NC(=O)CSCc1ccc([N+](=O)[O-])cc1)c1ccccc1	-28.4	.	0.7	.	2.4	2.2	.	0.0
CCC(C(=O)N1CCC(C(N)=O)CC1)n1nc(C)n2c(cc3occc32)c1=O (configuration not stated)	-16.0	.	-0.2	-3.3	-3.3	-2.3	-16.4	0.0
C[C@H](O)C#Cc1cnc2c(c1)C(=O)N([C@H](C)CO)C[C@H](C)[C@@H](CN(C)CC1CCCC1)O2	-15.7	1.3	7.8	1.5	10.5	-10.8	0.0	0.1
COC(=O)[C@@]1(Sc2ccc(C)cc2)CC(=O)N[C@@H]1c1ccccc1	-6.8	5.4	-0.2	.	0.7	.	.	-0.1
O=C(NCCc1ccc(Cl)cc1)/C(=C/c1cccnc1)NC(=O)c1ccccc1	-25.7	0.0	4.4	.	-0.9	10.9	-1.8	0.2
C[C@@H]1CN([C@H](C)CO)S(=O)(=O)c2ccc(C#CC(C)(C)O)cc2O[C@H]1CN(C)Cc1ccc(-c2ccccc2)cc1	15.7	-0.2	-3.5	-9.6	-2.7	0.9	1.4	0.0
Clc1nc(NCc2ccco2)nc(N2CCCCC2)n1	-0.9	.	0.0	.	3.6	1.9	.	0.0
C[C@H]1CN([C@@H](C)CO)C(=O)CCCn2nncc2CO[C@H]1CN(C)C(=O)C1CCCCC1	-15.3&2.0	-2.1	-2.0&10.7	-5.8&-1.1	2.8&-4.8	0.1&-0.2	-2.6&3.0	-0.1&-0.3
COCCNc1nc(Oc2ccc(C(N)=O)cc2)c2sccc2n1	-4.5	0.4	2.8	-9.3	-3.7	-0.8	11.2	0.2
CN(C(=O)c1ccccc1Cl)c1ccccc1C(=O)NCc1ccccc1	-11.2	-0.1	-2.2	-8.1	-2.7	-3.3	-0.6	-0.1
C[C@H]1CN([C@@H](C)CO)C(=O)Cc2cc(NC(=O)Nc3ccc(F)cc3)ccc2O[C@H]1CN(C)C(=O)Nc1ccccc1	-9.5	.	-0.6	-0.2	3.4	-2.5	-9.7	-0.4
Cc1cccc(N2CCN(C(=O)C3CCN(S(=O)(=O)c4cccc5cccnc45)CC3)CC2C)c1 (configuration not stated)	-51.0	.	-6.2	-3.6	-2.2	.	0.5	1.0
COCCn1c(=O)[nH]c2cc(C(=O)Nc3cc(OC)c(OC)c(OC)c3)ccc2c1=O	0.6	.	1.8	-7.4	-4.1	0.0	-5.9	0.2
CC(=O)c1c(C)nn(CC(O)COc2ccc3ccccc3c2)c1C (configuration not stated)	-24.9	0.3	-7.0	.	-3.7	3.5	.	0.0
NC(=O)c1ncn([C@@H]2O[C@H](C(=O)N[C@H](Cc3c[nH]c4ccccc34)C(=O)O)[C@@H](O)[C@H]2O)n1	-9.6	-0.2	-1.1	.	-1.9	-0.1	.	0.6
C[C@@H]1CCC[C@]2(O[C@H](CCO)C[C@@H](O)[C@@H]2O)O1	-7.6	0.0	6.2	-5.5	5.7	-4.1	-16.1	0.1
CCOC(=O)C(C)/C(C)=N\Nc1ccc([N+](=O)[O-])cc1[N+](=O)[O-] (configuration not stated)	-10.6	.	2.0	.	6.2	1.4	.	0.0
C[C@@H]1CN([C@@H](C)CO)S(=O)(=O)c2ccc(C3=CCCCC3)cc2O[C@@H]1CN(C)C(=O)CN(C)C	48.1	-0.1	0.9	-14.1	0.7	-9.4	12.5	-0.1
Cc1ccc(S(=O)(=O)N[C@H]2CC[C@@H](CCNC(=O)C3CCC3)O[C@H]2CO)cc1	1.3	-0.7	3.6	-3.0	-1.0	-0.1	-6.9	0.3
C[C@@H]1CN([C@@H](C)CO)C(=O)Cc2cc(NC(=O)Nc3ccccc3)ccc2O[C@@H]1CN(C)Cc1ccc(Oc2ccccc2)cc1	5.3	-0.5	-3.2	2.3	2.0	-2.2	-0.7	0.1
CCCC1CC(=O)NC1(C(=O)OCC)C(=O)OCC (configuration not stated)	-12.1	.	0.1	3.1	-10.6	-1.0	.	0.1
O=c1c2ccccc2[nH]c(=S)n1Cc1ccc2c(c1)OCO2	10.5	1.8	3.6	-4.8	-4.8	-0.7	2.4	0.0
Cc1cccc(NS(=O)(=O)c2ccc(NC(=O)N3CCCCC3)cc2)c1	4.5	-0.2	-2.8	.	6.3	-4.5	18.4	0.0
COc1ccc(NC(=O)N2C[C@@H](O)COC[C@@H]3O[C@H](CC(=O)N4CCOCC4)CC[C@H]32)cc1	-1.1	-0.2	-3.6	2.3	0.9	0.7	6.3	0.1
COc1ccc(CNC(=O)C(C)n2nc(C)n3c(cc4occc43)c2=O)cc1 (configuration not stated)	-8.0	.	0.8	-0.4	-0.3	-5.2	4.2	0.3
Cc1ccc(C)c(OCCCN2CCNCC2)c1	-15.7	1.0	-5.6	0.6	0.3	-1.1	4.1	0.3
COc1ccc(CCNC(=O)c2ccccc2NC(=O)C2=C(C)OCCS2)cc1OC	-14.2	.	-5.7	6.9	2.5	2.6	6.8	0.1
C1=CCN(Cc2ccccc2)C1	-2.6	0.0	-7.1	2.7	0.6	-0.6	-4.9	-0.1
CCO/C=C1/C(=O)N(c2ccccc2OC)C(=O)c2ccccc21	-8.5	2.7	-13.8	-5.1	2.1	-1.9	-14.8	0.0
COCCNC(=O)c1onc(CSc2cccc(C)c2)c1C(=O)O	-25.5	.	-9.2	-6.2	-3.6	-0.7	-6.1	0.0
COc1ccc(Cl)cc1NC(=O)Nc1cnccn1	1.5	1.0	-4.0	.	1.9	-2.0	4.2	0.1
Nc1ccccc1SCc1ccccc1Cl	-14.3	0.3	1.1	.	2.9	.	4.2	0.0
CC(=O)NCC1CCCN(Cc2cn(-c3ccccc3F)nc2-c2cc(C)sc2C)C1 (configuration not stated)	-4.7	.	-16.7	.	2.1	-5.5	.	0.2
CCOC(=O)c1cc(S(=O)(=O)N2CCC(C)CC2)cn1C	-0.5	.	15.8	-2.1	0.0	-0.3	-3.6	0.6
CCCn1c(-c2ccc(C(=O)OC)cc2)nc2c1c(=O)[nH]c(=O)n2Cc1ccccc1	-10.0	0.0	-1.8	13.4	1.9	-0.2	-7.4	-0.1

Screening results deposited in PubChem BioAssay by Broad Institute.

An unsorted share of the library; any-hit rate near 2.5%.
